P. falciparum M1AAP = P. falciparum M1AAP inhibitors, biochemical, fluorogenic H-Leu-NHMec substrate, 1536-well (AID 1445). one-dose inhibition, % at 30 µM; IC50 in µM for titrated hits. Aminopeptidase N (Plasmodium falciparum (isolate 3D7)). hit rate 0.42% among 220,000. recombinant M1AAP, H-Leu-NHMec fluorogenic kinetic assay; higher % means a stronger effect;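 active means primary inhibition above the hit cutoff, then over 50% inhibition at one or more dose response concentrations, cut at about 23% in these data, passing the limit was not always enough; inconclusive means conflicting primary data, or primary hits not chosen for dose response; inactive means low primary inhibition, or under 50% at every dose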;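 further: plate controls were DMSO full reaction for no effect and no enzyme background for full effect; strong numbers were not always called active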
MT stabilizer = microtubule stabilizers in HeLa cells, primary screen, imaging, high-content imaging | hit rate 0.83% among 200,000 | HeLa tubulin immunostaining HCS, 24 h; share of cells brighter than vehicle mean+2SD | % tubulin-high responders, % at 10 µM;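 active means plate Z-score above 3 for both tubulin-high and condensed-nucleus cell shares, with cell loss under 80%, at 10 µM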;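 further: anti alpha tubulin signal scored within the nucleus-defined area of each cell; some results filed as inactive read as strong as hits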
Autophagy HCS = autophagy modulators in MEF cells, primary screen, imaging, high-content, MEF GFP-LC3; MEF GFP-LC3 puncta imaging; test concentration mostly 10 µM; calls only at 10 µM (by protocol); hit rate 0.98% among 190,000; AID 463193, 2010;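 active means percentage of spot-positive cells more than 3 SD above its plate mean, without a fluorescence outlier flag or 80% toxicity; inconclusive means no clear call, values can overlap the other calls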;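 further: spot-positive cell cutoff set from DMSO-treated cells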
Ins promoter up = insulin promoter activators in MIN6 cells, imaging, high-content screening, mouse beta cells; hit rate 0.3% among 190,000; z-score at 5 µM; MIN6 insulin promoter-GFP reporter; hits give high values;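 active means z-score above 3 at 5 µM with at least 500 cells counted in the well; inconclusive means wells under 500 cells, flagged as cytotoxic or low count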
K1F lysis inhibition = inhibition of K1F phage lysis, E. coli UTI89, bacterial capsule biogenesis inhibitors, alamar blue (AID 488966). E. coli UTI89 K1F phage lysis, alamar blue, 2 h; higher % means a stronger effect. inhibition, % at 100 µM; hits with a dose series show IC50 in µM. hit rate 0.02% among 340,000;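 active means phage lysis inhibition, versus mean bacterial control, above a set limit; inconclusive means no clear call, values can overlap the other calls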;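 further: capsule biogenesis inhibitors block K1F phage lysis so surviving cells raise fluorescence; higher fluorescence means more inhibition of phage lysis; actives were called in the ten point dose series up to 300 µM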
M17LAP inhibition = P. falciparum M17LAP inhibitors, primary screen, biochemical, fluorogenic H-Leu-NHMec substrate, 1536-well (AID 1619); Leucine aminopeptidase (Plasmodium falciparum (isolate 3D7)); recombinant M17LAP, H-Leu-NHMec fluorogenic kinetic assay; higher % means a stronger effect; one-dose inhibition, % at 30 µM; IC50 in µM for titrated hits; hit rate 0.38% among 220,000;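 active means compound inhibiting the enzyme by more than half at any dose during confirmatory dose-response retesting; inconclusive means strong single-dose inhibitors picked by rank but not retested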;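 further: plate controls were full reaction with DMSO carrier for no effect and no enzyme background for full effect; strong numbers were not always called active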
Dynein cargo inh = inhibitors of GR-EGFP nuclear translocation, primary screen, dynein cargo transport inhibitor project, imaging, high-content, 3617.4 mouse cells; test concentration mostly 20 µM; stimulated with dexamethasone, 1 µM; hits give low values; z-score, hits read low; hit rate 0.47% among 220,000;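 active means plate z-score of nuclear minus cytoplasmic receptor signal below a set negative limit, without overly bright fluorescence or cell loss, cut at about -3.5 in these data, passing the limit was not always enough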;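 further: z-score of nuclear minus cytoplasmic ring GR-EGFP intensity difference per well; some compounds called inactive have numbers as strong as hits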
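Buffer or medium: tet-free medium with charcoal-stripped serum / Also added: dexamethasone agonist, 1.0 µM final, for 30 min / Timing: induction 48 h, compound 1 h, agonist 30 min / Measured by: high-content fluorescence imaging after fixation / Read-out: nuclear-to-cytoplasmic GR-EGFP distribution per well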
ER stress rescue = rescue of cells from ER stress-induced death, primary screen, 384-well, CSM14.1, thapsigargin, ATP luminescence (AID 1222). one-dose cellular ATP content (survival), % at 20 µM; EC50 in µM for titrated hits. 190,000 tested, under 10 active. CSM14.1 thapsigargin-induced death rescue, ATP luminescence; higher % means a stronger effect;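 active means EC50 below 50 µM in the dose-response confirmation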;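 further: death triggered by thapsigargin at about 15 µM added after 2 h compound pretreatment; cell ATP read after overnight thapsigargin exposure of roughly 18 to 22 hours; normalized against plate controls of thapsigargin alone and 5% DMSO vehicle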
bCat nuc transl = modulators of beta-catenin nuclear translocation, primary screen, imaging, HeLa cells, immunofluorescence, high-content. nuclear translocation activity, % at 5 µM. hit rate 0.3% among 190,000. AID 1665, 2009;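 active means nuclear translocation activity above 50% at 5 µM, with a well cell count of 50 or more; inconclusive means wells under 50 cells across six images, flagged as toxic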;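 further: per-cell ratio of nuclear to cytoplasmic median beta-catenin stain intensity; plate controls were DMSO negative control for no effect and GSK-3 inhibitor IX positive control for full effect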
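Test system: human HeLa cell line; Doses: 5 µM primary, 0.02–20 µM confirmation; Incubation: 24 h compound exposure, 37°C; Detection: beta-catenin immunofluorescence imaging with DAPI; Read-out: beta-catenin nuclear/cytoplasmic ratio, % activation.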
Dynein cargo inh cytoplasmic EGFP = also measured in Dynein cargo inh; calls as there; z-score; measured here: cytoplasmic GR-EGFP intensity; hits give high values
Dynein cargo inh nuclear GR-EGFP = second read-out of Dynein cargo inh, no call of its own (marks repeat the call); z-score; measured here: nuclear GR-EGFP intensity;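 lower value marks the stronger effect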
Dynein cargo inh cell count = recorded beside Dynein cargo inh, whose call it bears; z-score; measured here: cell count per field
Ins promoter up cell count = second read-out of Ins promoter up, no call of its own (marks repeat the call); cell count; measured here: cytotoxicity, nuclei count;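 total cells summed across four imaged fields per well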
bCat nuc transl cell count 5 µM = further read-out of bCat nuc transl, marked with its call; cell count; measured here: cell count, cytotoxicity flag
MT stabilizer Hoechst-high % = further read-out of MT stabilizer, marked with its call; % Hoechst-high responders; measured here: nuclear condensation Hoechst responders;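 share of cells brighter than vehicle mean plus two SD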
MT stabilizer cytotoxicity % = further read-out of MT stabilizer, marked with its call; toxicity, %; measured here: cytotoxicity by cell density;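 0% = mean cell density of plate MIN control wells and 100% = no cells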
Autophagy HCS cell loss 18 h = recorded beside Autophagy HCS, whose call it bears; toxicity, %; measured here: cell loss, nuclei count;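 cell loss after 18 h compound exposure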
Starred values were filed as active, the others as inactive; i = inactive; ? = inconclusive; . = no result given; [ ] = another dose, or the depositor's remark. Random draw from the library. Share with any hit: about 2.9%.

SMILES	P. falciparum M1AAP	MT stabilizer	MT stabilizer Hoechst-high %	MT stabilizer cytotoxicity %	Autophagy HCS	Autophagy HCS cell loss 18 h	Ins promoter up	Ins promoter up cell count	K1F lysis inhibition	M17LAP inhibition	Dynein cargo inh	Dynein cargo inh cytoplasmic EGFP	Dynein cargo inh nuclear GR-EGFP	Dynein cargo inh cell count	ER stress rescue	bCat nuc transl	bCat nuc transl cell count 5 µM
O=S(Cc1ccc(Cl)cc1)CC(O)COc1ccc(Cl)cc1 (stereo unspecified)	3.8%	5.3	3.4	6.7	i	-10.6	0.11	1267	1.8%	3.0%	0.496	-0.299	0.0799	0.354	.	4.2	817
CN(C)C(=O)N1CCN(C(=O)c2ccccc2Sc2ccccc2C#N)CC1	-3.0%	1.8	0.3	17.9	i	-8.6	0.18	1158	2.6%	-0.2%	-0.239	-0.26	-0.00816	1.3	-1.9%	.	.
COCCCNC(=O)CCc1nc2cccnc2n1Cc1ccccc1	2.6%	4.9	2.0	3.6	i	-3.1	-0.34	1288	5.2%	-2.7%	0.136	0.0383	0.401	0.0537	-0.6%	1.5	1435
CCCCOc1ccc(Br)cc1CSC(=N)N	-2.2%	15.6	8.5	36.1	i	-11.7	?	.	4.7%	-6.7%	-1.55	-0.141	-0.649	0.566	-4.0%	9.0	924
c1cc(CNC23CC4CC(CC(C4)C2)C3)ccn1	0.3%	1.8	2.0	7.7	i	6.1	-0.08	1264	0.6%	10.7%	-1.16	-0.24	-0.632	1.07	1.4%	0.9	1571
COc1ccc(NC(=O)NC(C)C2CC3CCC2C3)cc1 (stereo unspecified)	-2.7%	2.2	2.0	7.5	i	15.1	-0.63	1264	0.0%	-7.0%	2.17	-0.14	1.25	-0.828	-2.5%	-1.2	1169
C/C(=N\Nc1cccc([N+](=O)[O-])c1)c1cc(F)ccc1O	4.2%	.	.	.	.	.	-0.05	895	0.3%	12.0%	-0.0321	-0.278	-0.126	1.1	.	-0.2	1345
CCOc1ccc(NC(=O)NNC(=O)c2ccc(Cl)cc2Cl)cc1	4.2%	2.2	1.7	10.9	i	8.0	-0.29	1433	0.2%	-11.6%	-0.322	-0.377	-0.653	1.15	0.7%	1.8	1415
Fc1ccc2nc(-c3ccccc3)nc(SCc3nnc(-c4ccccc4)o3)c2c1	6.5%	4.4	4.1	9.9	i	16.1	-0.57	1109	-0.2%	-3.7%	-1.06	-0.255	-0.438	0.414	1.6%	-4.5	1021
CCOC(=O)c1ccc(NC(=O)c2nc[nH]c2C(=O)N2CCc3ccccc3C2)cc1	-5.5%	.	.	.	.	.	-0.51	802	0.9%	0.2%	0.414	-0.635	0.34	-0.806	.	1.8	1329
O=C1/C(=C/c2ccco2)CCC1C1CCCC1 (stereo unspecified)	6.3%	2.0	3.0	5.3	i	-6.1	2.01	1303	0.2%	19.2%	-0.819	-0.307	-0.465	1.16	-0.8%	-0.3	1045
Cc1oc(=O)c(NC(=O)c2ccccc2)cc1C(=O)c1ccccc1	5.5%	2.8	1.7	1.6	i	-1.3	.	.	2.5%	10.6%	-0.296	-0.226	-0.779	0.327	-1.4%	.	.
COCCNC(=O)c1cc(-c2ccc3c(c2)OCO3)on1	2.3%	2.7	1.5	8.1	i	18.8	-1.15	1312	-0.6%	2.7%	0.146	-0.125	0.269	0.177	-2.9%	-1.8	970
O=C(CN(c1ccc(Cl)cc1)S(=O)(=O)c1ccccc1)N/N=C/c1ccco1	11.9%	2.4	1.9	11.3	i	33.7	0.12	857	-0.6%	57.9%	0.513	-0.329	0.482	-0.855	-0.7%	-4.6	1212
COC(=O)c1ccc(Cn2nc(C(F)(F)F)cc2C)cc1	0.4%	3.3	1.7	1.5	i	-1.3	-0.11	1524	3.9%	7.5%	1.04	-0.223	0.971	0.0233	-2.0%	3.5	1405
COc1ccc(OC)c(/C=N/NC(=O)c2[nH]ncc2Br)c1	11.8%	.	.	.	.	.	1.31	1380	.	3.8%	-0.716	-0.252	-0.396	0.928	.	-1.2	1367
CSc1ccc(Cl)c(C(=O)NCc2ccco2)c1	5.8%	0.4	1.1	11.0	i	13.5	-1.37	1116	-0.2%	14.1%	-0.727	-0.206	-0.487	0.767	-1.1%	-1.0	1175
N#CC1=C(S)N(c2ccccc2)C(c2cccs2)NC1=O (stereo unspecified)	5.1%	3.2	1.4	1.2	i	13.1	0.02	1685	0.0%	16.4%	-0.179	-0.15	-0.251	-1.72	-2.2%	1.6	1081
Cc1ccc(-n2nnc3c(=O)n(CC(=O)NCc4ccccc4)cnc32)cc1	1.6%	3.7	2.3	6.6	i	-33.0	-0.13	1490	-2.1%	0.2%	-1.2	-0.204	-0.617	0.721	-1.0%	-0.3	1060
COc1cc(-c2nnc3sc(Cc4ccccc4)nn23)cc(OC)c1OC	1.7%	4.9	2.5	5.3	i	-7.1	-1.1	1023	-0.7%	2.8%	0.0848	-0.191	0.695	-0.704	-2.3%	1.9	753
CNC(=O)c1cc(Cl)c(OC)c(OC)c1	18.8%	2.2	3.0	9.5	i	-8.0	-0.46	1641	1.2%	-6.1%	-0.384	-0.312	-0.383	0.824	2.1%	-2.4	1126
O=C(COc1ccccc1)Nc1ccc([N+](=O)[O-])cc1	3.2%	2.3	2.4	8.6	i	-9.8	0.37	1340	0.1%	6.8%	0.59	-0.22	0.42	-0.136	-0.6%	-0.4	937
CNC(=O)/C(=C\c1ccc([N+](=O)[O-])cc1)NC(C)=O	14.2%	1.3	1.9	2.9	i	11.9	0.3	1412	-0.1%	5.2%	-0.544	-0.124	0.425	-0.0985	-2.0%	-1.1	1423
Cc1cccc(/C(N)=N/OC(=O)c2ccccc2Cl)c1	6.4%	3.5	2.5	7.8	i	0.7	0.05	1535	0.0%	-4.6%	-0.306	-0.333	0.441	0.505	-3.5%	-2.2	1082
CSCC[C@H](Nc1ncnc2sc(C)c(C)c12)C(=O)O	32.3%	1.0	1.0	4.8	i	-17.8	.	.	0.0%	18.6%	-0.617	-0.0741	-0.148	0.674	-0.8%	.	.

Remaining list, next part:
SMILES	P. falciparum M1AAP	MT stabilizer	MT stabilizer Hoechst-high %	MT stabilizer cytotoxicity %	Autophagy HCS	Autophagy HCS cell loss 18 h	Ins promoter up	Ins promoter up cell count	K1F lysis inhibition	M17LAP inhibition	Dynein cargo inh	Dynein cargo inh cytoplasmic EGFP	Dynein cargo inh nuclear GR-EGFP	Dynein cargo inh cell count	ER stress rescue	bCat nuc transl	bCat nuc transl cell count 5 µM
O=C(O)c1cccc2c(-c3ccccc3)c(-c3ccccc3)[nH]c12	1.7%	.	.	.	.	.	0.85	1050	-0.3%	8.4%	-0.791	-0.279	-0.0647	0.82	.	-1.6	1388
O=C(N/N=C\c1cc(Br)c(Br)o1)C1COc2ccccc2O1 (stereo unspecified)	10.0%	.	.	.	.	.	0.01	1540	0.8%	2.4%	-0.569	-0.253	-0.322	0.883	.	-5.8	1222
COc1ccc(CCNS(=O)(=O)c2cccc(C(=O)O)c2)cc1OC	5.5%	3.7	2.4	9.2	i	-6.4	0.91	1174	0.6%	3.6%	-0.0571	-0.228	0.429	-0.00228	-0.9%	-1.7	944
COc1cc2c(c(O)c1OC)-c1c(cc(OC)c(OC)c1O)[C@@H](OC(=O)c1ccccc1)[C@@](C)(O)[C@@H](C)[C@@H]2OC(C)=O	-0.1%	.	.	.	.	.	.	.	.	-2.0%	-0.462	-0.808	-0.345	0.491	.	-2.0	1244
Cc1ccc(NC(=O)CS(=O)(=O)c2cn(C)c3ccccc23)c(C)c1	3.3%	.	.	.	.	.	-2.03	560	0.2%	-5.1%	0.142	-0.613	0.489	-0.556	.	3.4	1082
CCCn1c(N)c(C(=O)COC(=O)c2c(C)noc2C)c(=O)n(C)c1=O	-1.3%	5.3	3.3	6.6	i	-15.0	0.99	947	0.1%	3.9%	-0.0419	-0.228	0.175	0.898	0.2%	-1.1	1231
COc1cc(C)nc(OCCNC(=O)COc2ccc(Cl)cc2C)n1	0.0%	1.9	0.2	29.3	i	-3.0	-1.44	1194	-0.1%	0.3%	-0.23	-0.22	-0.18	-0.295	.	-0.2	1021
c1nnc2c3c4c(sc3ncn12)CCC4	6.7%	5.0	1.3	0.5	i	21.2	0.88	1517	-2.2%	3.9%	1.69	-0.199	0.945	-0.222	0.5%	-4.4	1028
Cc1cc(=O)oc2cc(NC(=O)c3cc([N+](=O)[O-])ccc3N3CCOCC3)ccc12	5.4%	3.2	1.2	10.5	i	5.1	0.38	1045	0.3%	-0.8%	-0.714	-0.14	-0.325	0.664	-1.1%	0.8	1079
O=C(COC(=O)C1CC1)Nc1ccc(Oc2ccccc2)cc1	2.5%	3.3	3.0	11.2	i	-13.6	0.25	1102	3.0%	0.9%	0.375	-0.0364	0.664	0.477	-0.4%	0.1	1138
COc1ccccc1OCCn1cc(C#N)c2ccccc21	9.8%	3.6	1.6	3.4	i	5.0	0.49	1249	0.3%	-8.4%	-0.583	-0.0626	-0.214	-0.0796	0.3%	-1.3	1135
CCCCNC(=O)CCC(=O)NNc1nc2ccccc2c2nc(C)nn12	2.7%	5.3	2.6	0.8	i	6.9	.	.	1.2%[50 µM]	3.6%	-0.0715	-0.3	-0.389	0.495	-3.2%	-1.3	953
CCOc1nc(Nc2ccc(OC)cc2)nc(OCC)n1	3.5%	1.2	1.2	2.9	i	-3.3	-0.41	1085	2.1%	12.7%	-0.235	-0.247	0.0659	0.0505	6.8%	-1.6	1253

Compound activity from PubChem.
